From PubChem BioAssay
PNC inhibitor: blocks assembly of the perinucleolar compartment; PC3M PTB-GFP, PNC prevalence imaging, 16 h; hits give low values; activity change (PNC), negative = inhibition, % at 10 µM; hit rate 3.1% among 140,000;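 active = readout at or below -70, meaning at least 70% loss of cells showing the perinucleolar compartment, a nuclear body marking cancer cells; inconclusive = readout between -30 and a set limit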;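 note: plate controls were DMSO wells for no effect and camptothecin positive control wells for full effect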
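Compounds are pinned in duplicate onto adhered PC3M cells stably expressing GFP-tagged PTB and incubated 16 h at 37 C. Cells are then fixed, nuclei stained with Hoechst, and PNC-positive cells counted.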
12-hLO inh: inhibitors of human 12-lipoxygenase (ALOX12); P18054; AID 1452; hit rate 0.12% among 150,000; purified 12-hLO, xylenol orange hydroperoxide absorbance; Potency, µM (series often up to 57.1 µM), inactives show top-dose activity change, negative = inhibition, most hits filed as inhibitors; note: potency is the fitted concentration of half-maximal effect; nearly all actives have a fitted effect of over 55% in size; many of its hits are not listed in these tables
Target sequence (P18054 whole entry, looked up): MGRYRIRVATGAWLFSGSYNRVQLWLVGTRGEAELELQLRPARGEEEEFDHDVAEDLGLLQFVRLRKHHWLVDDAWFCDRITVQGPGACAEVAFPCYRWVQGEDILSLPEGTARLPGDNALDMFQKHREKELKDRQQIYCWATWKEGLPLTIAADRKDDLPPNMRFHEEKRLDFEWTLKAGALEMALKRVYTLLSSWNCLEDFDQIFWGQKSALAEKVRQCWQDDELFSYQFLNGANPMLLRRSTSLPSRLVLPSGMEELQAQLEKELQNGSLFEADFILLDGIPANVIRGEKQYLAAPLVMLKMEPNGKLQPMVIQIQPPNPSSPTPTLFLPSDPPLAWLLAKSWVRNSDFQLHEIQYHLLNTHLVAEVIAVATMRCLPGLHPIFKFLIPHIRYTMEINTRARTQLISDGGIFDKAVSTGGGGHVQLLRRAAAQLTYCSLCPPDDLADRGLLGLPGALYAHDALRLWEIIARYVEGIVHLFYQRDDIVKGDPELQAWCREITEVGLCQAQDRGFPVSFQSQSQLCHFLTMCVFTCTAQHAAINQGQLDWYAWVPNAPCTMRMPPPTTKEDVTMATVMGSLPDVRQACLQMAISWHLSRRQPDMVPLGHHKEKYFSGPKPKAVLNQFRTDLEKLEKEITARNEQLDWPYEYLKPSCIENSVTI
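Hydroperoxide formation by human 12-lipoxygenase from 40 uM arachidonic acid was followed colorimetrically via ferric-xylenol orange complex, using the 573/405 nm absorbance ratio. Enzyme concentration was 150 nM, with 30 min reaction at room temperature.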
ALOX15B inhib: inhibitors of human 15-lipoxygenase 2 (ALOX15B). hit rate 0.56% among 110,000. O15296. purified 15hLO-2, xylenol orange hydroperoxide absorbance. Potency, µM (doses to about 57.1 µM), without a hit: at the highest dose activity change, negative = inhibition, hits mostly inhibitors; note: potency is the fitted concentration of half-maximal effect; nearly all actives have a fitted effect of over 60% in size; many of its hits are not listed in these tables
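Screening format was qHTS against 50 nM purified 15hLO-2 in Hepes pH 7.5 with detergent. Activity follows hydroperoxide formation from 45 uM arachidonic acid, measured as 573:405 nm absorbance ratio of the ferric-xylenol orange complex.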
IMPase cell inh: cell-permeable inhibitors of inositol monophosphatase (IMPase); P97697; CHO-M1 cells, IP1 accumulation, HTRF TR-FRET ratio; inhibition (IP1 accumulation), % at 46.1 µM; 120,000 tested, under 10 active; AID 901; active = well fitted curve in the direction sought with a large enough effect in the signal ratio, not every such curve was filed as active; inconclusive = small, poorly fitted or top-dose-only effect, or a change in a side signal; inactive = no such curve, though single readings can be large or run the other way; the % refers to the signal ratio;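 note: cells stimulated with carbachol in lithium chloride buffer; plate controls were DMSO basal wells for no effect and reference inhibitor wells for full effect; higher means more IMPase inhibition seen as more IP1 and lower FRET ratio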
Target sequence (P97697 whole entry, looked up): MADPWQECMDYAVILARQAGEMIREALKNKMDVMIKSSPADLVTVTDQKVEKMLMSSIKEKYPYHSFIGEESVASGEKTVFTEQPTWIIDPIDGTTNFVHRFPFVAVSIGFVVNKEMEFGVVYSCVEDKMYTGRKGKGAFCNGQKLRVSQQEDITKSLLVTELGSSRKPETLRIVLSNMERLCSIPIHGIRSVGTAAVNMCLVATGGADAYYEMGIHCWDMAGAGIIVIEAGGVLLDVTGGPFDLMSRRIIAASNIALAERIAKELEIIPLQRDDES
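Seeded CHO-M1 cells were dosed with compound at up to 46 uM, stimulated with carbachol for 30 min, then lysed in IP-One detection reagents. Higher IP1 lowers the TR-FRET signal.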
Numbers without * were called inactive; ? = inconclusive; · = not tested or not shown; [ ] = remark or other dose. Unless noted, calls come from the whole dose curve; as a rule, active = well fitted curve in the direction sought with a large enough effect; inconclusive = small, poorly fitted or top-dose-only effect, or another doubt; inactive = no such curve, though single readings can be large; an effect the other way counts as inactive or inconclusive. Unless noted, % is set by controls: 0 for no effect and ±100 for the full control effect. An excerpt (hit frequency here may not be typical).

(1) Cc1cc(C)cc(NC(=O)CSc2nnc(-c3ccccc3C)o2)c1
(2) COC(=O)[C@H](CCSC)NC(=O)Nc1ccc(C)cc1C
(3) COc1ccccc1N(CC(=O)NCc1ccccc1)C(=O)CCC(=O)Nc1cc(C)ccn1
(4) COc1ccc2[nH]cc(CCNc3nc(-c4cccc(NS(C)(=O)=O)c4)nc4ccccc34)c2c1
(5) Cc1ccc(NC(=O)CSc2nnc(-c3ccccc3Br)o2)cc1C
(6) O=C(CSc1nnc(CNC(=O)c2cccs2)o1)NC1CCCC1
(7) CC(=O)c1c(C)nc(-c2ccccc2)n1O
(8) Cc1ccc(C(NC(=O)C(C)C)c2cc([N+](=O)[O-])c3cccnc3c2O)cc1 (stereo not drawn)

Screen / compound no.	1	2	3	4	5	6	7	8
12-hLO inh	-8.1%	-1.6%	7.0%	-7.5%	-6.7%	5.6%	-5.8%	-3.7%
PNC inhibitor	9.6	?	2.3	·	?	-100.0*	3.0	?
IMPase cell inh	-2.2	0.7	13.4	·	11.6	-10.0	5.0	·
ALOX15B inhib	0.4%	-1.7%	·	-2.4%	-16.1%	·	-1.3%	·

(9) Cc1ccc(NC(=O)Cn2c(=O)oc3cc(S(=O)(=O)N4CCC(C)CC4)ccc32)cc1C
(10) CCN(CC)CC(=O)NCc1cc(-c2ccc(OC)cc2)no1
(11) COc1ccc2[nH]cc(C(=O)CNc3nc(C)cs3)c2c1
(12) CCOC(=O)CCc1c(C)nc2ncnn2c1C
(13) CCO/C(C)=N/n1c2nc3ccccc3nc2c2c(=O)n(CC(C)C)c(C)nc21
(14) O=C(/C(=C/c1cccc(Cl)c1)c1nc2ccccc2[nH]1)c1ccccc1
(15) CSC1=C(C#N)C(C)CC(=O)N1 (stereo not drawn)
(16) N#Cc1cc([N+](=O)[O-])cnc1Nc1ccccc1

Screen / compound no.	9	10	11	12	13	14	15	16
12-hLO inh	?	4.5%	-10.7%	5.1%	7.5%	-0.3%	-1.9%	-2.0%
PNC inhibitor	35.6	3.9	-28.9	42.3	132.6	-14.4	21.6	-6.0
IMPase cell inh	12.6	1.6	-0.5	-2.8	0.3	6.3	·	·
ALOX15B inhib	-26.7%	4.0%	-4.3%	5.7%	0.3%	·	·	·

(17) C=CCNC(=O)c1nc2ccccc2s1
(18) Cc1cc(N2CCCC2=O)cc(C)c1S(=O)(=O)NCCOc1ccccc1
(19) CCC(C)Sc1nc2c(cnn2-c2ccc(C)cc2)c(=O)[nH]1 (stereo not drawn)
(20) COc1cc(C2C(C(C)=O)=C(O)C(=O)N2c2ccc(Br)cn2)ccc1O (stereo not drawn)
(21) C#CCOCCOCCOCCNc1nc(N2CCN(C(=O)Cn3cc(CC(C)O)nn3)CC2)nc(N2CCN(C(=O)[C@H]([C@@H](C)CC)n3cc(CCCN=C(N)N)nn3)CC2)n1 (stereo partly drawn)
(22) COc1ccc(C(=O)NCCCN2CCOCC2)cc1OC
(23) COc1ccc(NC(=O)c2cc(-c3ccc(OC)c(OC)c3)on2)cc1OC
(24) O=C(CSc1nnc(-c2ccco2)n1Cc1ccco1)NCc1cccs1

Screen / compound no.	17	18	19	20	21	22	23	24
12-hLO inh	12.1%	-3.0%	5.6%	-3.0%	2.0%	-1.3%	6.4%	6.2%
PNC inhibitor	13.1	?	4.1	-11.2	20.7	-11.7	35.4	23.8
IMPase cell inh	-9.4	-4.5	-1.2	6.3	·	3.6	-0.6	4.7
ALOX15B inhib	·	-3.6%	-7.0%	4.6%	·	?	-1.4%	11.6%

(25) CSc1nc2ccc(NS(=O)(=O)c3ccccc3F)cc2s1
(26) Cc1ccc(N(CN2CCCC2=O)C(=O)c2ccc(C)c(C)c2)cc1
(27) O=C(O)CCCC(=O)NS(=O)(=O)c1ccc(Cl)cc1
(28) CCOC(=O)CSC1=C(C#N)C(c2ccccc2Cl)C(C(=O)OC)C(=O)N1 (stereo not drawn)
(29) CC(C)(C)NC(=O)C(c1ccc(I)cc1)N(CCN1CCOCC1)C(=O)CCCNC(=O)c1ccccc1 (stereo not drawn)
(30) C=C1c2ccc(C)cc2NC(=O)N1c1ccccc1
(31) COC(=O)c1ccc(NC(=O)c2ccco2)cc1
(32) CN(C1=C(NC(=O)c2ccccc2)C(=O)c2ccccc2C1=O)C1CCS(=O)(=O)C1 (stereo not drawn)

Screen / compound no.	25	26	27	28	29	30	31	32
12-hLO inh	0.3%	-4.2%	-1.7%	-5.0%	-2.2%	-11.3%	-5.3%	-0.5%
PNC inhibitor	-9.2	24.7	14.1	?	·	24.8	3.9	95.3
IMPase cell inh	·	-2.0	2.7	-3.0	·	-4.1	1.7	·
ALOX15B inhib	·	-0.7%	2.4%	-5.9%	14.4%	-14.8%	-1.3%	·

(33) CN(C)C(=S)NC1(C)CCS(=O)(=O)C1 (stereo not drawn)
(34) Cc1ccc2nc(C)cc(N3CCOCC3)c2c1
(35) O=C(NCC1CCCO1)/C(=C/c1ccc(Cl)cc1)NC(=O)c1ccccc1 (stereo not drawn)
(36) Cc1ccccc1N1CCN(C(=O)CCN2C(=O)c3ccccc3C2=O)CC1
(37) O=C(Nc1cccc(S(=O)(=O)N2CCCCC2)c1)c1ccc2c(=O)n3c(nc2c1)CCCCC3
(38) C/C(=N\NC(=S)Nc1c(C)cccc1C)c1ccc(OC(F)F)cc1
(39) O=C1OC(C(=O)O)Cc2ccccc21 (stereo not drawn)
(40) O=S(=O)(NCC(c1ccco1)N1CCN(c2ccccc2F)CC1)c1ccccc1 (stereo not drawn)

Screen / compound no.	33	34	35	36	37	38	39	40
12-hLO inh	-3.3%	-3.0%	0.9%	-2.2%	1.7%	-27.9%	-2.4%	-2.8%
PNC inhibitor	-20.5	27.2	?	-17.1	51.8	2.4	4.8	28.6
IMPase cell inh	9.0	-6.0	2.9	-1.9	16.4	·	1.2	·
ALOX15B inhib	2.6%	-6.3%	·	-9.4%	·	·	·	·

(41) CCOC(=O)Cc1csc(SC(C)C(=O)Nc2ccc(NC(C)=O)cc2)n1 (stereo not drawn)
(42) O=C(N[C@@]1(C(=O)O)C[C@@H]1c1ccccc1)c1ccccc1
(43) Nc1nonc1-c1noc(N2CCOCC2)n1
(44) Cc1ccc(S(=O)(=O)Nc2ccc3nc(N)sc3c2)cc1
(45) Cc1cccn2c(/C=N/OCc3ccc(F)cc3)c(-c3ccc(Cl)cc3)nc12
(46) Cc1ccc(/C=N/c2sc3c(c2C#N)CCC3)s1
(47) O=C(Cn1nc(-c2ccccc2F)ccc1=O)NCc1ccc2c(c1)OCO2
(48) O=C(Nc1ccc(C(=O)N2CCOCC2)cc1)Nc1cccc(Cl)c1

Screen / compound no.	41	42	43	44	45	46	47	48
12-hLO inh	6.2%	3.1%[11.4 µM]	-1.9%	-10.2%	2.5%	-8.5%	-3.5%	-2.0%
PNC inhibitor	?	·	-25.1	22.5	-108.8*	-8.6	-22.3	115.6
IMPase cell inh	1.6	·	1.0	20.0	4.4	-9.7	7.6	·
ALOX15B inhib	-1.0%	1.4%[11.4 µM]	·	-7.1%	2.7%	-8.2%	-0.6%	·

(49) CCCCOC(=O)Nc1cc(OC)c(Cl)cc1OC
(50) O=C(CC(=O)NCc1cccnc1)NCc1cccnc1
(51) CCCCOc1ccc(CNC(=O)NS(=O)(=O)c2ccc(OCC)cc2)cc1
(52) COc1ccc(CNC(=O)c2ccc3c(c2)N(C)C(=O)CS3=O)cc1 (stereo not drawn)
(53) Cc1nc2ccc(NC(=O)c3ccc(Cl)c(S(=O)(=O)N(C)c4ccccc4)c3)cc2s1
(54) CC(C)C[C@H](NC(=O)OC(C)(C)C)C(=O)N1CCC(C(=O)N[C@@H](Cc2ccccc2)C(=O)O)CC1
(55) O=C(Nc1ccccc1[N+](=O)[O-])c1nc[nH]c1C(=O)NCCO
(56) COc1cc(-c2nnc(SC(C)C(=O)Nc3c(C)n(C)n(-c4ccccc4)c3=O)o2)cc(OC)c1OC (stereo not drawn)

Screen / compound no.	49	50	51	52	53	54	55	56
12-hLO inh	-15.9%	-4.3%	3.3%	-2.9%	1.2%	-1.0%	-14.3%	0.8%
PNC inhibitor	-19.7	5.8	?	17.4	16.5	49.6	-17.1	2.3
IMPase cell inh	-2.3	-3.1	?	-2.1	·	-1.0	7.3	6.1
ALOX15B inhib	13.9%	-6.2%	-5.2%	7.0%	·	1.9%	-4.4%	2.0%

(57) O=C(CCCn1c(=O)[nH]c2cc(Cl)ccc2c1=O)NC1CCCCCCC1
(58) Clc1ccc(OCc2nc(-c3ccc(Br)o3)no2)cc1
(59) CC1(C)CC(=O)C/C(=N/NC(=O)CCCOc2ccc(Cl)cc2Cl)C1
(60) COc1cc(Br)cc(/C=N/c2ncn[nH]2)c1O
(61) Cn1cc(C(=O)N/N=C/C(Br)=C\c2ccccc2)ccc1=O
(62) c1ccc(CN2CCC(Nc3nc(-c4ccccc4)nc4ccccc34)CC2)cc1
(63) O=C(COC(=O)c1ccccn1)NCc1ccccc1
(64) Nc1nc2n(c1C(=O)c1ccccc1)CCC2

Screen / compound no.	57	58	59	60	61	62	63	64
12-hLO inh	6.9%	-6.8%	-7.9%	-4.0%	-5.8%	-13.3%	-0.2%	-2.6%
PNC inhibitor	-19.3	3.8	41.4	?	18.7	10.7	?	-17.7
IMPase cell inh	-5.9	-8.2	2.4	-7.4	13.2	1.0	-3.8[1.84 µM]	-7.5
ALOX15B inhib	-1.5%	-4.6%	2.1%	0.9%	-8.9%	32.7%[activator]	18.9%[11.4 µM]	-2.4%

(65) Cc1cnc(C(=O)N2CCN(S(=O)(=O)c3ccc4ccccc4c3)CC2)cn1
(66) Cc1ccc(C(=O)COC(=O)c2ccccc2N2C(=O)C3C4CCC(C4)C3C2=O)cc1C (stereo not drawn)
(67) O=C1CN(C(=O)COC(=O)COc2ccc3c(c2)CCC3)c2ccccc2N1
(68) Cc1ccc(CNC(=O)c2ccc(N3CCCC3=O)cc2)cc1
(69) COc1cccc(-n2c(C)nn(C)c2=O)c1
(70) CCOC(=O)c1cc(-c2ccccc2)sc1NC(=O)CC(C)C
(71) O=C(CNC(=O)c1ccccc1F)OC(C(=O)Nc1cc(C(F)(F)F)ccc1Cl)c1ccccc1 (stereo not drawn)
(72) COc1ccccc1NC1=NCC(=O)N1Cc1ccccc1
(73) Cc1cc(NC(=O)c2cc3ncc(Br)cn3n2)no1
(74) O=C(NNc1cccc(Cl)n1)Nc1cccc(Cl)c1

Screen / compound no.	65	66	67	68	69	70	71	72	73	74
12-hLO inh	-1.4%	-7.1%	-5.6%	-7.4%	4.2%	0.1%	3.9%	1.9%	0.0%	-5.4%
PNC inhibitor	?	-18.4	-8.2	22.6	38.6	23.5	-13.6	-11.6	?	21.0
IMPase cell inh	23.1	-1.2	-4.3	1.2	5.7	11.6	0.7	1.8	-3.0	-0.1
ALOX15B inhib	2.7%	2.9%	6.0%	4.7%	0.8%	-15.4%	4.0%	-2.2%	-2.8%	-21.0%
